Screening results: PubChem, National Center for Advancing Translational Sciences (NCATS)
D2 antagonist: HTS Assay for Allosteric Antagonists of the Human D2 Dopamine Receptor: Primary Screen for Antagonists. D(2) dopamine receptor (Homo sapiens), P14416. HEK293 TREx D2 cells, calcium flux, dopamine EC80. inhibition, % at 10 µM. 340,000 compounds, 2% hits; in the data active means inhibition above about 30%; further: 0% is about no effect
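Overnight-induced (tetracycline, 30 C) HEK293 T-REx cells carrying force-coupled D2 receive a no-wash calcium dye, then compound, then EC80 dopamine at 180 s; signals are read kinetically throughout.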
LDHA block: qHTS assay for inhibitors of human lactate dehydrogenase; L-lactate dehydrogenase A chain (Homo sapiens), P00338; purified LDHA, NADH/diaphorase-resazurin fluorescence; stronger effect = lower value; activity change, % (values are at about 110 or 230 µM); 480,000 compounds, 0.15% hits; AID 1347041, 2019; in the data active means activity change below about -30%; inconclusive means mostly about -25% to -30%;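 further: plate controls were DMSO wells for no effect and wells without enzyme for full effect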
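Enzyme activity of human lactate dehydrogenase 5 (2 nM; 0.06 mM NADH, 0.2 mM pyruvate, 5 min, RT) is measured via a resazurin/diaphorase fluorescence readout of residual NADH.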
Glioma ERSR ind: qHTS for Inducers of the Endoplasmic Reticulum Stress Response (ERSR) in Human Glioma: qHTS; 420,000 compounds, 0.02% hits; AID 602332, 2012; Potency, µM, for inactives: top-dose activation, actives largely listed as activators; U87-MG GRP78 promoter luciferase reporter, 16 h; further: potency means the concentration at half of the fitted maximal effect; series mostly up to about 76 µM; % of control where 0% means no effect; nearly all actives have a fitted effect of over 35% in size
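ERSR induction read as luciferase luminescence (Bright-Glo, 10 min at room temperature) in stably transfected human U87-MG glioma cells exposed to compounds for 16 h, using GRP78 as sensor.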
ERG Ets-DNA blk: qHTS for Small Molecule Inhibitors of the ERG Ets/DNA interaction. Transcriptional regulator ERG (Homo sapiens), P11308. fluorescence polarization, His-ERG Ets domain / labelled DNA. Potency, µM (titrated, usually from 76.9 µM), for the others: at the top dose FP activity, negative = inhibition, usual class: inhibitors. 370,000 compounds, 0.028% hits. AID 624246, 2012; active means well fitted inhibition curve with a large enough effect in the polarisation, with a control signal flat; inconclusive means small, poorly fitted or top-dose-only effect, or effect the other way, or a change in a side signal; inactive means no such curve, though single readings can be large or run the other way; the % refers to the polarisation;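 further: polarization taken with two DNA probes labelled with fluorescein and Texas red; potency means the concentration at half of the fitted maximal effect; % of control where 0% means no effect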
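His-tagged ERG Ets domain (1 uM in the protein solution; 300mM KCl, 50mM Tris-HCl, 1mM EDTA, 1mM DTT, pH 7.5) received compound, then a probe mix of 5 nM fluorescein-DNA and 100nM Texas-615-DNA. Fluorescence polarization was read for both dyes.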
RGS4 inhibitor: Inhibitors of Regulator of G Protein Signaling (RGS) 4: qHTS | Regulator of G-protein signaling 4 (Homo sapiens), P49798 | Transcreener GDP fluorescence polarization, RGS4-accelerated GTP hydrolysis | Potency, µM (doses to about 114 µM), for inactives: top-dose activity change, negative = inhibition, hits mostly inhibitors | 390,000 compounds, 0.039% hits; further: potency means the concentration at half of the fitted maximal effect; on the % scale 0 is the no-effect control and ±100 the full control effect; nearly all actives have a fitted effect of over 75% in size; some results filed as inactive show a strong effect at the top dose
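MLSMR compounds (23 nl, pin-transferred) preincubated 10 min at room temperature with a 500nM (2x) first reagent, then RGS4 at 900nM (2x) plus Transcreener GDP mix added; fluorescence polarization (620/688 nm) read before and after 90 min at 30 °C.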
Vif-A3G inh: qHTS for Inhibitors of Vif-A3G Interactions: qHTS; DNA dC->dU-editing enzyme APOBEC-3G (Homo sapiens), Q9HC16; HeLa A3G-eYFP + Vif (tagged APOBEC3G with the HIV-1 protein that degrades it), YFP fluorescence, overnight; Potency, µM (series often up to 46.1 µM), without a hit: at the highest dose activity, negative = active, hits mostly inhibitors; 410,000 compounds, 0.076% hits; AID 602310, 2012;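 further: potency means the concentration at half of the fitted maximal effect; on the % scale 0 is the no-effect control and ±100 the full control effect; nearly all actives have a fitted effect of over 60% in size; hits raise eYFP signal because A3G escapes Vif-driven loss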
Target sequence (Q9HC16 whole entry, looked up): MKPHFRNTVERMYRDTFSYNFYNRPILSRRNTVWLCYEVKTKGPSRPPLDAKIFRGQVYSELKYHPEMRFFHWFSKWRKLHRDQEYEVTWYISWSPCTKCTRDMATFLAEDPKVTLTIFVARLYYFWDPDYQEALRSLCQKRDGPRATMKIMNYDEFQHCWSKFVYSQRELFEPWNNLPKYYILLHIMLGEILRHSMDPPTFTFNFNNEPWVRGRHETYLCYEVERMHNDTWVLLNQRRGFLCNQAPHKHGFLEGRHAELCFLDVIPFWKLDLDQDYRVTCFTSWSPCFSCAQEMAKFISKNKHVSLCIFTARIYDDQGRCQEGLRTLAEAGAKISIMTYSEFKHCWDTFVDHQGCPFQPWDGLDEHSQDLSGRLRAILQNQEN
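HeLa cells stably expressing Vif and C-terminally eYFP-tagged A3G, seeded overnight at 37 deg C, then exposed to compound by pintool overnight at 37 deg C. Rise in yellow fluorescence (Ex 488/Em 500-530, Acumen) marks blocked Vif-driven A3G degradation.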
D2 agonist: HTS Assay for Allosteric Agonists of the Human D2 Dopamine Receptor: Primary Screen for Agonists | activation, % at 2 µM | 340,000 compounds, 0.53% hits | HEK293 T-REx D2 cells, calcium flux agonist mode | D(2) dopamine receptor (Homo sapiens), P14416;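 active means activation over 3 SD above normal in the single-dose calcium agonist read, cut at about 30% in these data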; further: 0% is about no effect
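Tetracycline-induced HEK293 Trex cells with D2 receptor force-coupled to calcium signaling, plated overnight at 30 C and loaded with no-wash calcium dye. Calcium flux read kinetically for 180 s after compound addition; responses flag agonists.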
Vif-APOBEC3F blk: qHTS for Inhibitors of Vif-A3F Interactions: qHTS | HeLa A3F-eYFP + Vif (tagged APOBEC3F with the HIV-1 protein that degrades it), YFP fluorescence increase | Potency, µM (series often up to 46.1 µM), without a hit: top-dose activity, negative = active | 390,000 compounds, 0.2% hits; further: potency means the concentration at half of the fitted maximal effect; % of control where 0% means no effect; nearly all actives have a fitted effect of over 65% in size
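Fluorescence increase (Ex 488/Em 500-530) after overnight compound treatment at 37 deg C flags inhibition of Vif-driven A3F-eYFP loss in stable HeLa A3F-eYFP/Vif cells seeded overnight beforehand.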
ALOX12 inh: Primary qHTS assay for inhibitors of human arachidonate 12S-lipoxygenase (ALOX12): Round 2. 580,000 compounds, 1.1% hits. Polyunsaturated fatty acid lipoxygenase ALOX12 (Homo sapiens), P18054. AID 1671190, 2021. Potency, µM (titrated, usually from 108 µM), without a hit: at the highest dose activity change, negative = inhibition, usual class: inhibitors. purified 12hLO, xylenol orange hydroperoxide absorbance; further: potency means the concentration at half of the fitted maximal effect; on the % scale 0 is the no-effect control and ±100 the full control effect
Target sequence (P18054 whole entry, looked up): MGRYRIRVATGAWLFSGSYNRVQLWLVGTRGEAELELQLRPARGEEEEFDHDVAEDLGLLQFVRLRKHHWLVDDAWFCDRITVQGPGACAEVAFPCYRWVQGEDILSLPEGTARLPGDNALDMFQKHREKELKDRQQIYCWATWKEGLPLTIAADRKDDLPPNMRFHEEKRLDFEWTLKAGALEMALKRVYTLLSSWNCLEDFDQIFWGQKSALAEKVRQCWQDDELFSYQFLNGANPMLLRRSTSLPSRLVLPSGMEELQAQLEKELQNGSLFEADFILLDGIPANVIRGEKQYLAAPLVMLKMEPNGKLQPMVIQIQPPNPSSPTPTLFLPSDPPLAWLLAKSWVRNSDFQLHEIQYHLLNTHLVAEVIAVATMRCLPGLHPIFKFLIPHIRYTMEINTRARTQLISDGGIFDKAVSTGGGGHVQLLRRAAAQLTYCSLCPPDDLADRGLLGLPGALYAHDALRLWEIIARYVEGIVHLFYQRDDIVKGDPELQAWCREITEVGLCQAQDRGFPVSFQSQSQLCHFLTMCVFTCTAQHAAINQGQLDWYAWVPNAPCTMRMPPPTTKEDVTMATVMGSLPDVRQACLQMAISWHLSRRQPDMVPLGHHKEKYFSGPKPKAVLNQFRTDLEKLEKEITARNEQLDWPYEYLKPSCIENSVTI
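Purified human 12hLO (150 nM final) in 25 mM Hepes, 0.01% Triton X-100, pH 7.0 was preincubated 15 min at room temperature with compound. Then 40 uM arachidonic acid was added, 30 min. Hydroperoxide was read by Fe-XO absorbance ratio 573/405 nm.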
Numbers without * were called inactive; ? = inconclusive; / = not tested or not shown; & = joins results of further samples; [ ] = remark or other dose. Unless noted, the call rests on the fitted dose curve; in most records, active means well fitted curve in the direction sought with a large enough effect; inconclusive means small, poorly fitted or top-dose-only effect, or another doubt; inactive means no such curve, though single readings can be large; an effect the other way counts as inactive or inconclusive. A portion of the library; rates above refer to the full screens.

cpd	SMILES	D2 antagonist	LDHA block	Glioma ERSR ind	ERG Ets-DNA blk	RGS4 inhibitor	Vif-A3G inh	D2 agonist	Vif-APOBEC3F blk	ALOX12 inh
1	O=C(OCc1nc2ccsc2c(=O)[nH]1)c1ccco1	15	-3	-3%	-3%	2%	0%	1.1	-11%	3%
2	CCN1C[C@@H]2[C@@H]3C(=O)N(C)C(=O)[C@@H]3[C@](CC)(C(=O)OC)N2C1=NC	/	-2	-4%	12%	2%	4%	/	3%	-42%
3	Cc1ccc(S(=O)(=O)Nc2c(C)nc3nc(C)[nH]n3c2=O)cc1	1	-8	-5%	-18%	-18%	1%	-1.1	-5%	-1%
4	CCCS(=O)(=O)N1CCCC(C(=O)NCCc2ccccc2)C1 (stereo not drawn)	2	-4	-1%	1%	-20%[56.9 µM]	-1%	0.1	-3%	11%
5	O=C(CCCOc1ccc(Cl)cc1Cl)N/N=C/c1ccccc1O	-1	-8	1%	/	5%	-24%	-1.1	-12%	1%
6	COCC1CCN(C(=O)c2cc(COc3cc(C)c(Cl)c(C)c3)on2)C1 (stereo not drawn)	1	0	1%	16%	-21%[56.9 µM]	0%	0.5	2%	1%
7	COc1ccc(C(=O)/C=C/c2ccc(OC)c(Cn3nnc4ccccc43)c2)cc1	-7	-4	2%	0%	29%	-13%	4.4	-8%	-4%
8	CC1CCCN(C(=O)NC2CC(=O)N(c3ccc4c(c3)OCCO4)C2)C1 (stereo not drawn)	-8	-7	1%	-7%	16%	-3%	-0.4	-3%	13%
9	COc1ccc(NC(=O)C#Cc2ccccc2)cc1OC	5	1	?	-2%	-18%	?	-0.5	10%	4%
10	CCCOc1ccc(C2c3c(oc4cc(C)c(C)cc4c3=O)C(=O)N2CCCN(C)C)cc1OCC (stereo not drawn)	19	1	-4%	6%	-4%	0%	0.2	8%	46%
11	CC(=O)N1CCc2c(sc(NC(=O)C3CCCCC3)c2C(N)=O)C1	-9	2	3%	9%	-5%	-3%	0.0	5%	18%[57.4 µM]
12	COc1ccc(/C=N/Nc2ccccc2)cc1Cn1nc(C)c([N+](=O)[O-])c1C	-18	-5	2%	0%	-8%	-12%	0.1	2%	?
13	COc1ccc(C2C3=C(CC(C)(C)CC3=O)Nc3c2c(=O)[nH]c2nc(C)nn32)cc1 (stereo not drawn)	-22	2	-3%	1%	-12%	4%	-0.1	2%	0%
14	COc1ccc(C(=O)COC(=O)CCCn2c(=O)oc3ccccc32)cc1	-4	5	-5%	-5%	-39%	-7%	0.2	/	44%[activator]
15	O=C(COC(=O)c1ccc(O)cc1)Nc1ccccc1[N+](=O)[O-]	38*	-13	2%	8%	11%	0%	1.7	1%	-6%
16	Cc1c(NC(=O)COc2ccc3ccc(=O)oc3c2)c(=O)n(-c2ccccc2)n1C	-9	-6	1%	0%	13%	0%	0.5	-6%	?
17	COc1ccc(C(=O)c2ccc(OC)c(N)c2)cc1N	-1	0	-2%	-1%	30%	-4%	-3.1	0%	14%
18	NS(=O)(=O)c1ccc(NC(=O)COC(=O)C2(c3ccc(F)cc3)CCCC2)cc1	-2	-3	-2%	-12%	11%	0%	-1.7	8%	-25%
19	COC(=O)c1ccc2c(c1)N(C)S(=O)(=O)c1cnc(SCC(=O)C(C)(C)C)nc1-2	14	-2	1%	-2%	-2%	-7%	0.5	-4%	-13%
20	Cc1[nH]c(C)c2c(=O)n(Cc3ccc(Cl)cc3)ncc12	-2	-2	0%	0%	5%	-15%	-0.1	0%	259%[activator]
21	CCN(CC)S(=O)(=O)c1ccc(OC)c(NC(=O)CSc2cc(C)ccc2C)c1	-9	8	-2%	1%	-2%	2%	1.1	5%	-10%
22	O=C(Nc1ccccc1)OCc1cn(-c2ccc(Cl)cc2)nn1	-11	-6	-3%	0%	24%	0%	-0.2	1%	-21%
23	CS(=O)(=O)N1CCC(C(=O)Nc2cccc(Cl)c2)CC1	-9	-16	0%	-2%	1%	-1%	-0.8	1%	-1%
24	NC(=O)C1CCN(c2oc(-c3cccs3)nc2S(=O)(=O)c2ccc(Br)cc2)CC1	/	4	-4%	14%	-8%	-1%	/	1%	-15%
25	COCCNC(=O)c1c(NC(=O)Cc2coc3cc(C)ccc23)sc2c1CCCC2	/	-1	-4%	7%	-16%	-4%	-0.8	0%	?
26	CCOC(=O)CSc1nc2ccccc2c(=O)n1NC(=O)c1ccccc1	-4	5	-4%	0%	21%	1%	1.7	-7%	0%
27	CC(=O)Nc1ccc(C2Nc3c(C)cc(C)cc3-c3cc(C)nn32)cc1 (stereo not drawn)	/	-4	-3%	-12%	-8%	4%	1.1	4%	-16%
28	O=C(CSc1nnnn1C1CC1)Nc1ccc(S(=O)(=O)N2CCOCC2)cc1	/	-5	-5%	-8%	-22%	-10%	/	-3%	327%[activator]
29	CC1CCN(C(=O)/C(=C\c2cccs2)NC(=O)c2ccccc2)CC1	-7	2	-6%	-2%	-26%	2%	0.2	-5%	3%
30	CC1=C(C(=O)Nc2ccccc2C)C(c2ccccc2)NC(=O)N1 (stereo not drawn)	4	-5&-7	2%	-6%	-4%	-1%	1.6	-3%	-35%&-19%
31	CC1CN(CC(O)c2ccc(Br)cc2)CCO1 (stereo not drawn)	/	-14	-2%	8%	1%	-1%	/	-4%	2%
32	Cc1ccsc1/C=C1\SC(=S)N(CC2CCCO2)C1=O (stereo not drawn)	-5	-4	10%	4%	-14%	-8%	-0.1	-13%	-22%
33	Cc1ccc(NC(=O)CSc2ccc(C(N)=O)cc2[N+](=O)[O-])cc1	7	-8	3%	1%	4%	0%	-0.8	2%	-4%
34	O=C(COC(=O)Cc1c[nH]c2ccccc12)Nc1cccc(Br)c1	/	-1	-3%	/	/	-2%	/	1%	-21%
35	CCOc1cccc(C(=O)N(Cc2ccco2)C2CCS(=O)(=O)C2)c1 (stereo not drawn)	-4	1	-4%	-1%	-18%	-12%	0.1	-7%	0%
36	Cc1ccc(S(=O)(=O)NC(C)C(=O)NC2CCCCCC2)cc1 (stereo not drawn)	-6	-6	-4%	0%	-33%	0%	-0.5	-10%	-35%
37	Cc1ccc(C)c(N2CCN(c3nnnn3-c3ccccc3)CC2)c1	/	-4	-2%	3%	-10%	-16%	/	/	488%[activator]
38	COCCCNC(=S)N(Cc1ccccc1)Cc1ccc(F)cc1	-9	-3	0%	-10%	2%	-5%	2.4	14%	2%
39	O=C1[C@H]2[C@H](C=CC[C@H]2C(=O)N2CCN(c3ccccc3)CC2)CCN1Cc1ccccc1	/	-4	-3%&-3%	-3%	5%	-1%&4%	/	3%	25%
40	Cn1nc(-c2ccccc2)c(C(=O)NC(C(=O)O)c2ccccc2)c1Cl (stereo not drawn)	-23	-10	-6%	16%	31%	0%	-0.3	10%	-10%
41	Cc1cc(C)c2c(=O)cc(C(F)F)oc2c1	/	2	-6%	10%	1%	-1%	/	1%	-7%
42	CCOC(=O)C1(CCOc2ccccc2)CCN(Cc2ccc(CO)o2)CC1	/	-4	-1%	3%	3%	1%	/	16%	8%
43	O=C(Nc1c(C(=O)c2ccc(Cl)cc2)oc2ccccc12)c1cc(=O)c2ccccc2o1	/	2	0%	0%	4%	5%	-1.4	-3%	-14%
44	COc1ccc(OC)c(S(=O)(=O)N2CCC(C(=O)NCCC3=CCCCC3)CC2)c1	16	-2	0%	1%	14%	-1%	0.1	?	0%
45	O=C(O)CCC(=O)Nc1ccc(Br)c(Cl)c1	6	-6	-3%	-4%	20%	-6%	2.2	0%	0%
46	CCc1ccc(NC(=O)CSc2nccn2-c2ccc(OC)cc2)cc1	/	2	0%	-3%	-22%	11%	-0.5	3%	?
47	CC1(C(=O)NNC(=S)NCC2CCCO2)CC1(Cl)Cl (stereo not drawn)	-8	-5	-5%	-10%	3%	-2%	0.1	1%	25%
48	O=C(c1sc2cc(Cl)ccc2c1Cl)N1CCN(CCc2ccccn2)CC1	-2	-2	-2%	-3%	-5%	7%	-0.4	0%	-23%
49	COc1cccc(OCCCn2c(-c3ccc(Cl)cc3)nc3ccccc3c2=O)c1	/	1	0%	0%	-10%	-1%	/	2%	-20%
50	Cc1scc(C(=O)NNC(=S)NCC(C)C)c1C	3	-1	-3%	14%	-15%	0%	19	-16%	-23%
51	O=C(c1ccc(S(=O)(=O)c2ccc(F)cc2)c([N+](=O)[O-])c1)N1CCCCCC1	-2	3	-12%	-8%	12%	?	1.8	3%	-8%
52	Cc1nn(CCO)c2ncc(C(=O)c3cc(F)ccc3O)cc12	2	-3	-2%	5%	-6%	-3%	0.8	15%	-19%
